# MOR-DOR inv ag: inverse agonist of human OPRM1-OPRD1 heterodimerization; P35372+P41143; cell-based MOR-DOR heterodimer luminescence, inverse agonism; inhibition, % at 9.3 µM; 340,000 compounds, 0.21% hits; AID 504357; in the data active = inhibition above about 22%, passing the limit was not always enough;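 note: 0% = cells with DMSO and 100% = wells without cells with DMSO; values of inactives mirror those of a sister screen read the other way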
# DSG3 Ab inh: inhibitors of pemphigus antibody binding to human desmoglein-3; P32926; DSG3-coupled beads, scFv-anti-DSG3-GFP binding, flow cytometry; hits give low values; binding (percent of control), % at 10 µM; 310,000 compounds, 0.48% hits; AID 588358;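 active = binding more than 3 SD below its plate's average and above zero; inconclusive = below that plate limit but binding exactly zero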;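 note: hits lower antibody fragment binding to DSG3; some compounds called inactive have numbers as strong as hits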
# Target sequence (P32926 whole entry, looked up, the tested form may be a part): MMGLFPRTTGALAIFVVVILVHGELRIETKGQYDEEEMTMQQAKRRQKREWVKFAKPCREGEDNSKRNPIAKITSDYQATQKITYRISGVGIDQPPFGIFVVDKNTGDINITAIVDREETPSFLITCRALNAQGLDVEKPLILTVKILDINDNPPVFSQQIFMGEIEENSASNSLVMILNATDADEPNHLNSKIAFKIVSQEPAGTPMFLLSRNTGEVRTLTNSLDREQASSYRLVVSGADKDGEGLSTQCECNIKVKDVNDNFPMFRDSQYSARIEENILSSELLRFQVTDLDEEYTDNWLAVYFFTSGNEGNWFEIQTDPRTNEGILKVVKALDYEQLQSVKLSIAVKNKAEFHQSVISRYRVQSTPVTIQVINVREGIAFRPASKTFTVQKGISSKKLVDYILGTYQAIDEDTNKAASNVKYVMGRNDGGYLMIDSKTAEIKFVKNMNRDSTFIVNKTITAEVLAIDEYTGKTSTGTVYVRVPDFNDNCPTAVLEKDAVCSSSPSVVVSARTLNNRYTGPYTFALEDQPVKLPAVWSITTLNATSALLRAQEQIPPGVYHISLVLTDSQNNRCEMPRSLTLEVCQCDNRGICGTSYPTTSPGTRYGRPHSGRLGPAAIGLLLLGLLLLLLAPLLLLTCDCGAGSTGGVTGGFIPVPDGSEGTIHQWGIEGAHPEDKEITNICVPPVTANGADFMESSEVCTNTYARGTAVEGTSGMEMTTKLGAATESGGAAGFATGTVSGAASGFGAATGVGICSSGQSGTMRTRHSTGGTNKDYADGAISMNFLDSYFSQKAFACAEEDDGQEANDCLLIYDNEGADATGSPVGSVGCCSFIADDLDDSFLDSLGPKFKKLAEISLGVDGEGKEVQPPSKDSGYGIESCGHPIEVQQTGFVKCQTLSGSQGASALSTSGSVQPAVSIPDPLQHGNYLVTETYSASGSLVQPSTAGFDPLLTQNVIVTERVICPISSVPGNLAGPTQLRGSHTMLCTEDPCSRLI
# Tat export inh: blocks Tat-dependent protein export in E. coli. AID 488895. inhibition, % at 10 µM. E. coli MC4100 TorA-mCherry Tat export, fluorescence. 340,000 compounds, 0.036% hits;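 active = mean replicate inhibition at least 50% and at least half of replicates individually reaching 50%; inconclusive = only one of the two criteria met; inactive = neither criterion met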;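 note: exported cargo escapes ClpAP degradation while cytoplasmic cargo is degraded and loses fluorescence; 0% = median of neutral control wells and 100% = median of NaSCN control wells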
# E coli growth: bacterial growth inhibition, counter-screen for AddAB inhibitors | E. coli V3065 growth, OD600 absorbance, 18 h | 330,000 compounds, 0.27% hits | inhibition, % at 11.9 µM;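 active = inhibition above the campaign's mean inhibition across all tested compounds plus 3 SD, cut at about 9.9% in these data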;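 note: uninfected addAB+ strain grown without phage in ampicillin broth; 0% = DMSO wells and 100% = ciprofloxacin 0.95 µg/ml wells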
# AddAB inh: less growth of phage-infected E. coli with AddAB; inhibition, % at 11.9 µM; 330,000 compounds, 0.29% hits; E. coli expressing H. pylori AddAB, absorbance growth; AID 435030; in the data active = inhibition above about 12%;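 note: 0% = vehicle wells of infected cells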
# PfHsp90 yeast 2: growth inhibition of yeast expressing Plasmodium Hsp90; S. cerevisiae expressing PfHsp90, BacTiter-Glo ATP, 48 h; yeast lacking PDR1 and PDR3 efflux regulators; inhibition, % at 9.4 µM; 310,000 compounds, 0.32% hits; AID 504621;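 active = every replicate shows inhibition above about 80%, whatever the replicate mean, limit read from the data; inconclusive = mean inhibition reaches the set limit but some replicate falls short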;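 note: 0% = DMSO neutral controls and 100% = 20 µM radicicol positive controls; yeast relying on Plasmodium falciparum Hsp90 in place of its own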
# phage Ecoli inh: E. coli growth loss with phage present; growth absorbance; 360,000 compounds, 0.26% hits; inhibition, % at 11.9 µM; in the data active = inhibition above about 11%
# PKA-R1A act: activates the PKA-R1A holoenzyme complex; P00514+P68181; PKA-R1A dissociation, Cy5-IP20 fluorescence polarization; scaled: DMSO 0%, 113 µM cGMP 100%; activation, % at 11.4 µM; 340,000 compounds, 0.083% hits; AID 504707;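 active = percent activation above the mean of all tested compounds plus 3 SD, cut at about 19% in these data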;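 note: higher means more PKAc released from R1A so a rise in polarization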
# Arrestin-AP2 inh: human beta-arrestin and AP2 interaction inhibition; FITC-arrestin peptide / GST-AP2 beads, flow cytometry; AP2 beta2 appendage carries R879A mutation; inhibition, % at 10 µM; 340,000 compounds, 0.31% hits;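 active = inhibition above a set limit, near 3 SD of compounds lacking own fluorescence, cut at about 54% in these data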;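 note: plate controls were DMSO wells for no effect and 5 µM unlabelled arrestin peptide for full effect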
#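 System: GST-AP2 R879A glutathione beads. Medium: PBS with 0.05% Tween 20 and 0.1% BSA. Also added: FITC-arrestin peptide, 50 nM. Incubation: 12 min plus 1 h, RT. Measured by: high-throughput flow cytometry of beads, ex 488, em 535 nm. Evaluation: percent drop in bead-associated FITC signal.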
# Mot1-301 SUMO: blocks SUMOylation pathway, rescuing yeast Mot1-301 growth. 320,000 compounds, 1% hits. S. cerevisiae Mot1-301 growth rescue, ATP luminescence, 38.5C; percent above DMSO median, 100 means doubled. AID 2716. growth rescue, % at 18.8 µM;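 active = every valid replicate shows activation above 250% relative to neutral control wells; inactive = the rest, any valid replicate at or below 250%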;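 note: OY570 slx delta 5 strain wells were the positive control but not used for scaling; some compounds called inactive have numbers as strong as hits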
# OPRM1-OPRD1 ag: agonists of human mu-delta opioid receptor heterodimerization; P35372+P41143; cells, OPRM1-OPRD1 heterodimerization, luminescence; activation, % at 9.3 µM; 340,000 compounds, 0.3% hits; AID 504326; in the data active = activation above about 18%;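 note: 0% = vehicle-treated cells and 100% = reference agonist; values of inactives mirror those of a sister screen read the other way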
# Active calls of the source: *; i = inactive; ? = inconclusive; / = no result given.
1: O=C(NCc1ccccc1CN1CCCC1)c1ccc(OCc2cscn2)cc1
2: Cc1ccc(C(c2nnnn2CC2CCCO2)N2CCN(C)CC2)cc1 (stereo not drawn)
3: O=C(Sc1ccc(Cl)cc1)c1cccc(Cn2cc(C(F)(F)F)ccc2=O)c1
4: O=C(Nc1ccc(F)cc1)Nc1csc2ccccc12
5: COc1cc(CN2CCN(C(=O)CC(C)C)CC2)cc(OC)c1O
6: O=C(Cn1ccc(NC(=O)OCc2ccccc2)nc1=O)NCc1ccccn1
7: CC(C)(C)NC(=O)C1N(c2cccnc2)C(=O)C2C(C(=O)Nc3ccccc3)C3(C)C=CC21O3 (stereo not drawn)
8: Cc1ccc(NC(=O)CSc2nc3ccccc3c(=O)n2CCCN2CCCCC2)cc1Cl
9: N#C/C(=C\c1cccc(O)c1)c1nc2ccccc2o1
10: CCC(=O)c1ccc(OCC(=O)OCC(=O)NC2CCCCCC2)cc1

Compound	1	2	3	4	5	6	7	8	9	10
MOR-DOR inv ag	6	17	3	/	2	12	5	-9	-14	22
DSG3 Ab inh	101	109	112	103	97	103	104	105	91	105
Tat export inh	3	-5	4	/	-2	-14	1	9	11	-2
E coli growth	0.7	-0.9	0.5	3.0	1.6	1.7	-1.1	-1.8	0.7	-1.0
AddAB inh	0.6	1.4	-0.6	6.7	-0.8	3.9	-2.1	0.7	3.5	-0.5
PfHsp90 yeast 2	25	-4	2	/	-3	-6	/	/	2	-23
phage Ecoli inh	2.8	1.7	2.6	13*	-1.9	-0.2	3.9	1.9	-0.5	1.5
PKA-R1A act	-3	-5	-2	/	-4	-11	-7	-4	-6	-2
Arrestin-AP2 inh	3	-15	34	3	-6	2	14	14	-3	0
Mot1-301 SUMO	0	3	8	34	188	-3	207	-13	-10	145
OPRM1-OPRD1 ag	-1.5	-3.4	-0.6	/	-0.3	-2.5	-0.8	1.7	2.7	-4.2

11: Cc1cc(NS(=O)(=O)c2ccc(NC(=O)c3cc4c(=O)n5ccccc5nc4s3)cc2)nc(C)n1
12: Cc1ccc(C(=O)COC(=O)C2C3C=CC(C3)C2C(=O)OCC(=O)c2ccc(C)c(C)c2)cc1C (stereo not drawn)
13: O=C(CN1CCS(=O)(=O)CC1)NNC(=O)C1CCCCC1
14: O=c1[nH]c2ccccc2cc1CN(CC1CCCO1)S(=O)(=O)c1ccccc1 (stereo not drawn)
15: O=S(=O)(c1ccc(OCC(O)CN2CCN(c3ccccc3Cl)CC2)cc1)N1CCOCC1 (stereo not drawn)
16: O=C(C[C@H]1C[C@H](C(=O)N2CCOCC2)[C@@]2(CCC3CCCC3)c3[nH]c4cc(-c5ccco5)ccc4c3CCN2C1=O)NCCN1CCOCC1
17: O=C1COc2cc(O)ccc21
18: CCOC(=O)c1c(C)oc2c1c(C=NCCC(=O)O)c(O)c1ccccc12
19: O=C(Nc1cccc(/C=C/c2ccccn2)c1)c1cc(Cl)ccn1
20: Cc1ccc(OCC(=O)NCCNC(=O)COc2ccc(C)cc2)cc1

Compound	11	12	13	14	15	16	17	18	19	20
MOR-DOR inv ag	9	19	12	14	-11	15	5	-32	-5	4
DSG3 Ab inh	85	103	106	105	102	95	120	100	/	89
Tat export inh	-1	-4	0	1	4	15	-5	1	1	6
E coli growth	/	-1.6	-0.8	-3.4	-0.5	-0.4	/	-0.3	-2.8	-1.1
AddAB inh	/	1.4	0.4	1.5	-0.4	-1.9	/	0.4	0.4	3.4
PfHsp90 yeast 2	1	-15	5	-3	7	8	-5	-17	-19	-24
phage Ecoli inh	5.5	1.4	0.5	-0.2	1.8	0.2	3.0	2.1	2.6	-0.2
PKA-R1A act	-3	7	4	2	-7	-3	2	-4	14	0
Arrestin-AP2 inh	6	1	-3	-18	4	-9	10	38	-5	12
Mot1-301 SUMO	/	52	12	-4	-5	/	/	1	148	123
OPRM1-OPRD1 ag	-1.8	-3.5	-2.3	-2.6	1.8	-3.0	-1.0	6.3	0.8	-0.5

21: O=C(NCc1ccc(F)cc1)C(=O)NCC1OCCN1S(=O)(=O)c1cccs1 (stereo not drawn)
22: CC(=O)c1sc(NC(=O)CSCc2c(C)noc2C)nc1-c1ccccc1
23: Cc1cc(C)nc(N/N=C/c2cn[nH]c2-c2ccc(F)cc2)n1
24: COCCCNC(=O)Cn1ncc2c(=O)oc3ccccc3c21
25: O=C1CCCN1Cc1ccccc1
26: CCO[C@@H]1OC(C(=O)NCc2nc3ccccc3[nH]2)=C[C@H](c2ccccc2)[C@H]1CCCO
27: O=C(COC(=O)CSc1ccc(F)cc1)NCC1CCCCC1
28: O=C1N=C2SCCN2/C1=C\c1c(Cl)cccc1Cl
29: O=C(CSc1nnc(Cn2c(=O)sc3ccccc32)n1-c1ccccc1)N1CCOCC1
30: CN(C)C(=O)c1cc2cc([N+](=O)[O-])ccc2s1

Compound	21	22	23	24	25	26	27	28	29	30
MOR-DOR inv ag	2	10	6	0	11	15	-6	14	3	11
DSG3 Ab inh	97	92	101	91	/	98	107	103	103	87
Tat export inh	-7	-3	2	2	?	-10	2	-1	1	-8
E coli growth	2.4	2.6	-3.4	-0.3	0.7	1.4	-3.2	1.2	-2.1	1.6
AddAB inh	0.5	2.8	2.6	-1.6	-0.8	4.0	3.5	2.2	1.0	6.5
PfHsp90 yeast 2	10	-7	2	-9	2	-11	-4	-6	-24	-11
phage Ecoli inh	1.6	0.9	1.5	0.7	7.0	-0.9	1.5	2.4	3.4	2.7
PKA-R1A act	-3	-4	4	-3	-5	8	4	-10	1	7
Arrestin-AP2 inh	21	-6	4	-14	-1	6	28	7	9	-8
Mot1-301 SUMO	259	0	151	-6	14	-11	9	3	1	153
OPRM1-OPRD1 ag	-0.3	-2.3	-1.2	0.0	-2.0	-2.7	1.1	-2.4	-0.6	-2.4

# Filtered by structure: those above containing two or more sulfur atoms.
11: Cc1cc(NS(=O)(=O)c2ccc(NC(=O)c3cc4c(=O)n5ccccc5nc4s3)cc2)nc(C)n1
21: O=C(NCc1ccc(F)cc1)C(=O)NCC1OCCN1S(=O)(=O)c1cccs1 (stereo not drawn)
22: CC(=O)c1sc(NC(=O)CSCc2c(C)noc2C)nc1-c1ccccc1
29: O=C(CSc1nnc(Cn2c(=O)sc3ccccc32)n1-c1ccccc1)N1CCOCC1

Compound	11	21	22	29
MOR-DOR inv ag	9	2	10	3
DSG3 Ab inh	85	97	92	103
Tat export inh	-1	-7	-3	1
E coli growth	/	2.4	2.6	-2.1
AddAB inh	/	0.5	2.8	1.0
PfHsp90 yeast 2	1	10	-7	-24
phage Ecoli inh	5.5	1.6	0.9	3.4
PKA-R1A act	-3	-3	-4	1
Arrestin-AP2 inh	6	21	-6	9
Mot1-301 SUMO	/	259	0	1
OPRM1-OPRD1 ag	-1.8	-0.3	-2.3	-0.6

# Next part
31: CON/C=C(\C=Nc1ccc(Cl)cc1Cl)c1ncc(C(F)(F)F)cc1Cl
32: COc1cc(C2C(C(=O)c3ccc(C)o3)=C(O)C(=O)N2Cc2cccnc2)ccc1O (stereo not drawn)
33: CC(=O)NCc1ccc(S(=O)(=O)N/N=C/c2ccc(Br)cc2)cc1
34: O=C(Nc1cccc(C(F)(F)F)c1)c1cc2c(=O)c3ccccc3oc2nc1C(F)(F)F
35: COC(=O)C(C(=O)OC)c1ncccc1[N+](=O)[O-]
36: COc1ccc(C=C(C(=O)O)c2ccc(OC)cc2)cc1
37: CCOC(=O)CSc1nnnn1-c1cc(OC)c(Cl)cc1OC
38: O=C(CNC(=O)c1cc(-c2ccccc2)nn1-c1ccccc1)Nc1ccccc1Br
39: COc1cc(/C=C2\SC(c3ccc(C)cc3)=NC2=O)ccc1O
40: O=C(NCc1ccccc1Br)c1cccc2c1C(=O)c1ccc(N3CCC(Cc4ccccc4)CC3)cc1S2(=O)=O

Compound	31	32	33	34	35	36	37	38	39	40
MOR-DOR inv ag	9	13	18	4	12	8	0	-15	17	5
DSG3 Ab inh	110	/	104	109	94	100	103	/	126	161
Tat export inh	28	4	6	2	2	-3	-1	4	-7	-2
E coli growth	-2.2	2.2	-0.1	1.1	0.2	/	-0.6	/	-4.6	3.9
AddAB inh	0.0	1.2	3.0	3.6	-1.1	/	0.7	/	1.1	1.9
PfHsp90 yeast 2	3	8	-10	/	5	/	-20	/	-8	6
phage Ecoli inh	1.9	2.6	4.3	1.1	3.9	-1.1	1.1	4.2	1.2	/
PKA-R1A act	-9	-3	14	8	-3	-3	-7	8	-5	6
Arrestin-AP2 inh	11	2	-2	17	30	-23	25	1	32	28
Mot1-301 SUMO	4	5	-4	/	12	/	14	/	2	2
OPRM1-OPRD1 ag	-1.7	-2.3	-2.7	-0.8	-2.4	-1.5	0.0	3.7	-2.9	-0.8

41: O=C(/C=C1\SC(=O)N(CC(=O)Nc2ccc(Cl)cc2)C1=O)Nc1ccc(F)cc1
42: CCCc1nc(NCc2ccc3c(c2)OCO3)c2nnn(Cc3ccccc3Cl)c2n1
43: N#Cc1nc(COc2ccccc2F)oc1N1CCCCCC1
44: O=C(CCc1nnc(CCCCc2ccccc2)o1)NC1CCCC1
45: CCN(CC)c1ccc(/C=C(\C#N)C(N)=S)cc1
46: COC(=O)c1ccc(CN2CCCC(CO)(Cc3ccc(F)cc3F)C2)cc1 (stereo not drawn)
47: CCOc1ccc(NC(=O)CSCc2cnn(-c3ccccc3)c2-n2cccc2)cc1
48: CCCCN(C(=O)/C=C/c1ccco1)c1c(N)n(Cc2ccccc2)c(=O)[nH]c1=O

Compound	41	42	43	44	45	46	47	48
MOR-DOR inv ag	8	18	-5	9	17	-17	-4	12
DSG3 Ab inh	99	104	78	103	96	131	97	81
Tat export inh	-11	-15	2	-6	2	6	3	11
E coli growth	-0.4	0.7	0.0	-2.2	-0.8	-0.5	0.1	-1.0
AddAB inh	0.7	0.3	1.6	0.0	-1.2	2.4	3.7	-2.5
PfHsp90 yeast 2	-1	-2	-11	-11	17	1	-6	16
phage Ecoli inh	3.6	2.5	0.9	4.5	4.2	0.6	2.0	3.5
PKA-R1A act	-4	-3	5	3	3	1	-1	6
Arrestin-AP2 inh	1	24	38	19	38	14	-5	-9
Mot1-301 SUMO	-2	i	16	4	-16	3	1	20
OPRM1-OPRD1 ag	-1.6	-3.2	0.8	-1.7	-3.2	3.5	0.8	-2.6

# Screening data from PubChem BioAssay.
